Screening data as filed in PubChem BioAssay.
PfHsp90 set2 – reduces growth (ATP signal) of yeast expressing P. falciparum Hsp90; inhibition, % at 9.4 µM; S. cerevisiae expressing PfHsp90, BacTiter-Glo ATP, 48 h; yeast lacking PDR1 and PDR3 efflux regulators; 310,000 compounds, 0.32% hits;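 active = every replicate shows inhibition above about 80%, whatever the replicate mean, limit read from the data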;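 also: 0% = DMSO neutral controls and 100% = 20 µM radicicol positive controls; yeast relying on Plasmodium falciparum Hsp90 in place of its own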
PvdQ inh – blocks Pseudomonas aeruginosa PvdQ acylase activity | purified PvdQ acylase, fluorescence plate reader | inhibition, % at 10 µM | 340,000 compounds, 0.063% hits | AID 488965; in the data active = inhibition above about 30%, passing the limit was not always enough;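 also: 0% = vehicle neutral wells and 100% = reference inhibitor wells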
Ecoli viability – reduces bacterial viability in AddAB counter-screen | E. coli V3065 growth, OD600 absorbance, 18 h | inhibition, % at 11.9 µM | 330,000 compounds, 0.27% hits;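 active = inhibition above the campaign's mean inhibition across all tested compounds plus 3 SD, cut at about 9.9% in these data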;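 also: uninfected addAB+ strain grown without phage in ampicillin broth; 0% = DMSO wells and 100% = ciprofloxacin 0.95 µg/ml wells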
Wnt act – Wnt/beta-catenin pathway activation; Wnt/beta-catenin reporter cell assay, activator, plate reader; activation, % at 9.35 µM; 300,000 compounds, 1.2% hits; AID 743398; in the data active = activation above about 30%, passing the limit was not always enough;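 also: 0% = neutral control wells and 100% = positive control wells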
AddAB inh – less growth of phage-infected E. coli with AddAB; E. coli expressing H. pylori AddAB, absorbance growth; inhibition, % at 11.9 µM; 330,000 compounds, 0.29% hits; AID 435030; in the data active = inhibition above about 12%;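 also: 0% = vehicle wells of infected cells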
phage Ecoli inh – E. coli growth loss with phage present | inhibition, % at 11.9 µM | 360,000 compounds, 0.26% hits | growth absorbance | AID 651602; in the data active = inhibition above about 11%
CAL PDZ FP – inhibitors of human CAL PDZ peptide binding | Q9HD26 | purified CAL PDZ, TMR-peptide fluorescence polarization, 1 h | inhibition, % at 20 µM | 330,000 compounds, 0.02% hits | AID 504414;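 active = highest replicate inhibition of at least 40%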;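 also: plate controls were DMSO neutral control wells for no effect and unlabeled competitor peptide control wells for full effect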
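Assay system – tagged CAL PDZ protein CerCALP, purified · Timing – 1 h at RT · Compound – single point, 20 µM · Measured by – fluorescence polarization from S- and P-plane intensities, G-factor corrected · Evaluation – inhibition from polarization loss · Probe or stimulus – TMR reporter peptide T*-PRC34 · Buffer or medium – pH 7.4 phosphate-saline buffer, reducing agent, detergent, IgG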
Tat export inh – E. coli Tat transport inhibition; E. coli MC4100 TorA-mCherry Tat export, fluorescence; inhibition, % at 10 µM; 340,000 compounds, 0.036% hits;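 active = mean replicate inhibition at least 50% and at least half of replicates individually reaching 50%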;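 also: exported cargo escapes ClpAP degradation while cytoplasmic cargo is degraded and loses fluorescence; 0% = median of neutral control wells and 100% = median of NaSCN control wells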
Rtt109 Vps75 – inhibitors of Candida albicans Rtt109/Vps75 histone acetyltransferase. Q5AAJ8. purified Rtt109/Vps75, ThioGlo CoA-SH fluorescence, 4 h. inhibition, % at 34.9 µM. 330,000 compounds, 0.16% hits. AID 540336;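 active = inhibition of at least 50% in every replicate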
Target sequence (Q5AAJ8 whole entry, looked up): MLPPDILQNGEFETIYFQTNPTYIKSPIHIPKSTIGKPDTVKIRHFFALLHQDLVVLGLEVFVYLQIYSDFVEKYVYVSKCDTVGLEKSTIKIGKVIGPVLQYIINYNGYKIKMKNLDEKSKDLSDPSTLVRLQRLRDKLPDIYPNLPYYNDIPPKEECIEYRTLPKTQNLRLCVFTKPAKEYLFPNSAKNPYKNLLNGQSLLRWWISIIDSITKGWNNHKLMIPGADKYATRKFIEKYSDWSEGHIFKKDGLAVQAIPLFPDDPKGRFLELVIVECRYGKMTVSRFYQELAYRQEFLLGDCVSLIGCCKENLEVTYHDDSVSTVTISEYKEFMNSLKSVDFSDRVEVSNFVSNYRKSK
DAGLB inh – blocks human DAGLB lipase activity; Q8NCG7; HEK293T DAGLB membrane lysate, EnzChek fluorogenic substrate; inhibition, % at 5.17 µM; 340,000 compounds, 0.059% hits; AID 504411; in the data active = inhibition above about 34%;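 also: 0% = enzyme with vehicle and 100% = wells lacking enzyme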
Target sequence (Q8NCG7 whole entry, looked up): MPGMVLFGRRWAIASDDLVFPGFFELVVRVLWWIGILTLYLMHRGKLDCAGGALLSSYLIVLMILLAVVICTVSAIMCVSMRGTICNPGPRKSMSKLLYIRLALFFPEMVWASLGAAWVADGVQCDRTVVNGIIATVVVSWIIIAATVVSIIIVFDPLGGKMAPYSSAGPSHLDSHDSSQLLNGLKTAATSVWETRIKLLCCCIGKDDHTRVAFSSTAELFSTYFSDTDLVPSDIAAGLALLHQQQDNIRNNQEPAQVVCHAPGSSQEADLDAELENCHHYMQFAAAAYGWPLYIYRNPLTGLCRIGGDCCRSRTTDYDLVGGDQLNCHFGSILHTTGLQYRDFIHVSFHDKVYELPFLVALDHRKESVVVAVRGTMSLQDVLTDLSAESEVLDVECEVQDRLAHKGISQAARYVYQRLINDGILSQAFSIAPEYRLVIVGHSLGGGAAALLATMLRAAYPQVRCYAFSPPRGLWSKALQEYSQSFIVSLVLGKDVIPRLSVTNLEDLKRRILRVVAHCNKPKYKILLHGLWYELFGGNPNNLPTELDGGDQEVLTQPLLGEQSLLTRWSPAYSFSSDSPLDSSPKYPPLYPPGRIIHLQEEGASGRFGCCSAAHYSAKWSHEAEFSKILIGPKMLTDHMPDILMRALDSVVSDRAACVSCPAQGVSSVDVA
* marks the source's active call; other numbers are inactive results; nt = not tested or not shown. Outcome played no part in choosing rows. About 1.9% of those tested had a hit in this group.

SMILES	PfHsp90 set2	PvdQ inh	Ecoli viability	Wnt act	AddAB inh	phage Ecoli inh	CAL PDZ FP	Tat export inh	Rtt109 Vps75	DAGLB inh
C/C(CC(=O)Nc1cc(Cl)ccc1Cl)=N\NC(N)=S	-5	3	0.0	-6	3.1	1.4	-0.8	-7	-11	-1
COc1ccc(C)cc1NC(=O)CSc1cccc[n+]1[O-]	19	-13	-0.5	0	0.3	-1.2	-1.0	-3	-4	1
COc1cc(/C=N/n2cnnc2)ccc1OC(=O)c1ccco1	-2	-8	0.2	nt	1.8	3.7	-1.9	3	nt	2
COc1cc(/C=N/NC(=O)c2ccncc2)c([N+](=O)[O-])cc1OC	-3	11	-1.7	2	-0.4	1.1	-0.3	-8	-7	-1
CCCCc1nc(C(N)=O)c2[nH]c(=O)n(-c3ccc(OC)cc3OC)c2n1	-9	-8	0.7	0	3.0	nt	-1.5	1	2	1
O=C(NNC(=O)c1ccc(Cn2cccn2)o1)NC12CC3CC(CC(C3)C1)C2	5	0	nt	-1	nt	4.6	0.4	-10	-3	1
O=C(O)CCC1(C(=O)O)CCC(=O)c2ccccc21 (stereo not given)	3	-6	nt	-1	nt	2.3	-0.4	0	3	-1
COc1ccc(-c2nnn(CC(=O)N(c3cccc(O)c3)C(C)C(=O)NC3CCCC3)n2)cc1OC (stereo not given)	0	2	0.5	-10	3.1	5.0	-1.8	-5	20	0
Cc1ccc(S(=O)(=O)N2CCN(C(=O)CSc3nncs3)CC2)cc1	15	1	0.9	2	-0.6	0.9	-1.9	-4	3	-1
O=C(COc1ccc(Br)cc1CO)N1CCCc2ccccc21	6	-4	-0.3	0	4.0	0.1	-2.6	-2	3	2
CCOC(=O)N1CCC(NC(=O)c2ccc3c(c2)N=C(C)c2ccccc2S3)CC1	10	-13	-1.2	0	1.9	1.4	-2.2	5	-1	2
COc1ccc(C=NNC(=O)CCCC(=O)NN=Cc2ccc(OC)c(OC)c2)cc1OC	-14	-14	nt	-4	nt	1.0	-4.9	-4	5	-3
COc1ccc(C)cc1NC(=O)CCN1CCN(c2ccccc2F)CC1	9	-10	-0.2	-2	4.5	0.4	-1.2	1	14	-4
CCc1nnc(NC(=O)C2CCCN2C(=O)NC2CCCCC2)s1 (stereo not given)	9	-12	-0.4	nt	-1.3	3.0	-1.1	-6	nt	5
COC(=O)[C@@H](NC(=O)Nc1ccc(S(N)(=O)=O)cc1)C(C)C	9	-10	-0.6	-2	3.4	2.3	0.4	-7	0	0
COC(=O)c1ccc(NC(=O)Nc2ccc(OC)c(OC)c2)cc1	10	7	1.6	nt	2.2	3.4	1.3	-1	7	1
CC(NC(=O)C(=S)N1CCN(C)CC1)c1ccccc1 (stereo not given)	nt	-19	4.3	1	4.5	1.5	-0.3	3	2	1
CN(CC(=O)Nc1ccc(OC(F)(F)F)cc1)C1CCCCC1	0	-1	3.3	-18	1.5	-1.1	0.4	22	-4	-4
CCN1CCN(C(=O)c2cc3c(=O)oc4ccc(C)cc4c3s2)CC1	26	0	-1.7	-4	1.9	2.4	0.2	-1	4	-1
COCCNCc1nc2sc(C)c(-c3ccccc3)c2c(=O)[nH]1	-4	4	-0.6	-2	-0.2	-6.2	-0.5	0	30	-3
CN(C)S(=O)(=O)c1ccc(NC(=O)C2COc3ccccc3O2)cc1 (stereo not given)	16	-2	4.5	-1	4.9	7.1	1.1	-2	-8	-3
O=C1/C(=C/c2ccccc2)SC(=S)N1CC(=O)N1CCCCC1c1cccnc1 (stereo not given)	11	-5	-1.9	-3	1.9	2.1	-3.2	11	22	6
O=C1c2ccsc2SCCN1Cc1ccccc1	11	13	1.7	-1	6.3	1.6	13	-1	-2	-2
COc1ccc(CNC(=O)CCNC(=O)N2CCn3c2nc2ccccc23)cc1	0	-9	-0.2	-1	1.9	-1.6	-0.8	-3	-1	1
O=C1Nc2cc(C(=O)N3CCN(c4ccc(F)cc4)CC3)ccc2NC1CSCc1cccc(F)c1 (stereo not given)	-9	-7	-1.5	-3	0.3	0.3	-2.0	0	1	-2

Exported with values under each structure: part of the list above.
The line under a structure holds: PfHsp90 set2 | PvdQ inh | Ecoli viability | Wnt act | AddAB inh | phage Ecoli inh | CAL PDZ FP | Tat export inh | Rtt109 Vps75 | DAGLB inh
> COc1ccc(C)cc1NC(=O)CCN1CCN(c2ccccc2F)CC1
    9 | -10 | -0.2 | -2 | 4.5 | 0.4 | -1.2 | 1 | 14 | -4
> CCc1nnc(NC(=O)C2CCCN2C(=O)NC2CCCCC2)s1 (stereo not given)
    9 | -12 | -0.4 | nt | -1.3 | 3.0 | -1.1 | -6 | nt | 5

Next section.
SMILES	PfHsp90 set2	PvdQ inh	Ecoli viability	Wnt act	AddAB inh	phage Ecoli inh	CAL PDZ FP	Tat export inh	Rtt109 Vps75	DAGLB inh
COc1ccccc1OCCCC(=O)NC(C)c1ccccc1 (stereo not given)	7	-14	2.4	-1	3.8	0.8	-3.1	-4	5	-3
CCC(C(=O)O/N=C(\N)c1ccc(Cl)cc1)c1ccccc1 (stereo not given)	-21	-2	0.1	-3	2.1	2.5	-0.5	3	0	-6
CCOc1ccc(C2=NNC(c3cccnc3)=Nc3ccc(OC)cc32)cc1	3	4	-1.4	5	-0.6	2.3	-1.4	1	9	0
Cn1nc(C(F)(F)F)c(-c2ccccc2)c1NC(=O)CCC(=O)O	-11	-12	-1.3	0	1.7	2.2	-0.2	-5	-4	nt
Cn1c(=O)n(CCCOc2ccc(Br)cc2)c2ccccc21	-16	-8	-0.5	nt	2.9	3.6	-0.6	13	8	-15
CCCN1Cc2cccc(C(=O)NCc3ccc4c(c3)OCO4)c2C1=O	11	-15	0.5	-1	-2.6	3.7	-1.8	-5	-3	-4
COc1ccc(NS(=O)(=O)c2ccc(N3CCCC3=O)cc2)cn1	8	-12	0.0	0	1.2	3.6	nt	10	-8	-2
O=C(Cn1cc([N+](=O)[O-])cn1)NC1CCCCCC1	-4	9	-2.0	-2	3.4	1.4	-2.3	-2	-8	0
Clc1ccc2c(SCC3CO3)c3ccccc3nc2c1 (stereo not given)	8	-18	nt	-1	nt	3.8	-1.0	-4	4	-3
Cc1ccc(-c2csc3nc[nH]c(=O)c23)cc1	4	-10	-3.3	1	-0.3	3.4	-1.3	0	-4	0
CN(C)CCN1C(=O)C(O)=C(C(=O)c2ccco2)C1c1ccccc1F (stereo not given)	nt	-2	0.6	-2	1.2	3.7	-0.1	1	7	1
CCOC(=O)c1[nH]c(C)c(C(=O)NCc2cccnc2)c1C	8	-7	-4.0	0	5.8	2.1	0.3	-6	-4	1
O=C(c1ccc([N+](=O)[O-])cc1)n1nc(-c2ccccc2)nc1NCc1ccccc1	-3	-6	1.4	nt	0.5	1.7	0.5	1	1	1
CCOC(CCc1c(C)nc(NC(C)=O)[nH]c1=O)OCC	-11	-15	nt	5	nt	0.5	-0.3	-5	9	0
Nc1nc(SCC(=O)Nc2cc(C(F)(F)F)ccc2N2CCOCC2)n[nH]1	22	-9	-2.2	-1	-1.7	1.5	-0.9	-7	-4	3
CC1CC(C)CN(C(=O)c2cc3c(s2)CCC3)C1 (stereo not given)	nt	3	-1.4	1	0.6	-1.7	-1.3	10	17	-2
CSCC[C@H](NC(=O)Nc1ccccc1C)C(=O)O	9	5	0.8	0	0.3	0.1	-0.6	3	-3	-3
CN(CC(=O)Nc1nc2ccc(F)cc2s1)S(=O)(=O)c1ccc(Cl)cc1	0	8	-0.1	nt	2.5	0.4	-1.5	-3	3	-2
CCN(CC)C(=O)C1CCCN(Cc2cccc(F)c2)C1 (stereo not given)	-24	-15	-1.6	-2	1.9	3.6	-1.2	-8	5	-2
CS(=O)(=O)c1ccc(NS(=O)(=O)c2ccc(Cl)c(C(=O)NC3=NCCS3)c2)cc1	0	7	-1.1	1	0.3	2.7	-1.0	-8	-13	0
Cc1nc2nc3c(c(=O)n2[nH]1)CCC3	nt	-4	1.7	3	2.0	2.5	-0.1	-5	-7	-1
CCCCC(=O)OCC(=O)N1N=C(c2c[nH]c3ccccc23)C(O)C1c1ccc(OC)cc1 (stereo not given)	-7	-15	-0.6	-1	0.7	1.8	0.6	13	nt	-1
COc1ccc(CN2CCCC(C(=O)N3CCCCC3)C2)cc1OC (stereo not given)	-1	3	-1.2	1	-0.5	-2.4	-0.2	-5	5	-3
COC(=O)[C@@]12CCCCN1[C@H](c1ccc(-c3ccccc3)cc1)[C@H]1C(=O)N(C)C(=O)[C@H]12	1	-7	-0.3	-4	3.6	-2.4	-1.4	19	4	-4
Cc1cccc(NC(=O)Nc2ccc3c(c2)OCO3)n1	-30	0	-2.2	44*	-1.1	2.4	-2.6	2	-9	1
(more compounds)
SMILES	PfHsp90 set2	PvdQ inh	Ecoli viability	Wnt act	AddAB inh	phage Ecoli inh	CAL PDZ FP	Tat export inh	Rtt109 Vps75	DAGLB inh
CC(C)NC(=O)CC(=O)N/N=C\c1ccccc1C(=O)O	-4	-10	-1.4	7	2.1	3.1	-0.2	-13	-2	3
C/C(=N/NC(=O)c1ccc2c(c1)OCO2)c1cccc(NC(=O)C(C)(C)C)c1	-20	-15	-1.7	17	1.4	0.3	0.3	-3	8	-3
O=C(NS(=O)(=O)c1ccc2c(c1)OCCO2)c1ccccc1	11	-27	0.4	nt	0.3	0.4	-0.4	9	-5	0
NC(N)=N/N=C/c1cccc(Cl)c1Cl	7	-12	7.3	-1	9.0	8.3	-2.2	-3	2	3
O=C(O)c1ccc(N/N=C/c2ccc3c(c2)OCO3)cc1	7	-13	-2.8	-1	2.6	5.2	-0.7	-9	2	nt
COc1ccc(S(=O)(=O)CCc2nnc(NC(C)=O)s2)cc1	1	-3	-1.6	0	1.7	3.6	-2.2	2	-4	0
Cc1cc(Br)ccc1NC(=O)CN(C)C(=O)CN1C(=O)NC2(CCCC2)C1=O	nt	-14	0.3	-1	-1.2	3.5	-1.7	0	-2	0
Cc1ccc2nc3sc(C(=O)N4CCCc5ccccc54)c(N)c3cc2c1	-22	-5	-1.1	2	1.6	0.9	1.7	-7	4	1
COc1ccc(/C=N/N=C/c2ccc(OC)c(OC)c2)cc1OC	nt	-6	1.5	nt	-0.4	1.8	nt	4	-10	0
CC(=O)c1ccc(Sc2ccc(C(C)=O)cc2)cc1	-2	10	-1.4	nt	3.6	7.5	-1.0	1	-1	-5
COCCC(=O)N1CCCC(C(=O)c2ccc3c4c(cccc24)CC3)C1 (stereo not given)	-22	-9	-1.6	-3	3.1	3.4	-2.5	-3	-5	-2
CCN(Cc1ccc(NC(C)=O)cc1)CC1CCCN(CCc2cccc(OC)c2)C1 (stereo not given)	10	3	1.2	0	3.0	-0.3	0.1	-3	6	0
Cc1ccnc(NC(=O)c2cccc(NC(=O)c3ccc(Cl)c(Cl)c3)c2)c1	25	-7	nt	6	nt	1.3	1.6	-2	2	0
CCOC(=O)c1cc(-c2ccc(C)cc2)n(CCC(=O)NCCCOC)c1C	16	-17	-0.9	-2	0.7	0.8	0.0	4	-15	1
Nc1ccccc1N1C(=O)c2cccc3cccc(c23)C1=O	nt	nt	-0.3	7	2.1	3.2	nt	nt	nt	nt
O=C(CSc1nc2c(c(=O)[nH]1)CCC2)Nc1ccccc1Cl	-2	-9	-0.8	1	2.2	1.1	-0.6	8	-3	1
CC(=O)CSc1cc(C)nc2c(-c3ccccc3)c(C)nn12	-1	1	-2.2	0	-0.4	-2.3	-0.2	3	-6	0
COc1ccccc1N1CCN(C(=O)C(=O)c2cn(CC(=O)N3CCOCC3)c3ccccc23)CC1	12	12	-2.0	0	3.0	-2.4	-2.1	1	15	3
